# ERK EGF inh = inhibitors of EGF-stimulated ERK signaling pathway | hit rate 0.41% among 130,000 | AID 1454 | Potency, µM (doses to about 11.5 µM), inactives show top-dose activity change, negative = inhibition, actives largely listed as inhibitors | HEK293-V1b, EGF-stimulated phospho-ERK AlphaScreen; active = well fitted inhibition curve with a large enough effect; inconclusive = small, poorly fitted or top-dose-only effect, or effect the other way;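 also: plate controls were stimulated vehicle wells for no effect and unstimulated vehicle basal for full effect; nearly all actives have a fitted effect of over 55% in size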
#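 Compounds are titrated over HEK293-V1b cells kept overnight in 1% FBS. After 30 min at 37C, EGF (25 nM final) triggers ERK phosphorylation for 5 min, measured by AlphaScreen in lysates.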
# The depositor's hits bear a star; ? = inconclusive; [ ] = remark or other dose. Potency is read from the fitted curve at half-maximal effect.
# The first 7 records (preview)
SMILES,ERK EGF inh
C=CCNC(=S)Nc1sc2c(c1C(=O)OCC)CC(C)(CC)OC2 (stereo not drawn),4%
COc1cccc(N2CCN(C(=O)c3ccc4nc(N5CCC(C)CC5)sc4c3)CC2)c1,-3%[57.5 µM]
COc1ccc(C2c3ccc4ccccc4c3Oc3ncn4nc(Cc5ccccc5)nc4c32)cc1OC (stereo not drawn),-8%
O=C(Oc1cccc2c(OC(=O)N3CCCC3)cccc12)N1CCCC1,14%
COc1ccc(OC)c(S(=O)(=O)NCc2cn3cccc(C)c3n2)c1,-4%
CS(=O)(=O)N(CC(=O)NCc1ccc2c(c1)OCO2)c1cccc(Cl)c1,-14%
COc1ccc(O)c(C(=O)c2coc(=N)c(C(=O)Nc3ccc(SC(F)F)cc3)c2)c1,5%

# Main list, repeating the preview:
SMILES,ERK EGF inh
C=CCNC(=S)Nc1sc2c(c1C(=O)OCC)CC(C)(CC)OC2 (stereo not drawn),4%
COc1cccc(N2CCN(C(=O)c3ccc4nc(N5CCC(C)CC5)sc4c3)CC2)c1,-3%[57.5 µM]
COc1ccc(C2c3ccc4ccccc4c3Oc3ncn4nc(Cc5ccccc5)nc4c32)cc1OC (stereo not drawn),-8%
O=C(Oc1cccc2c(OC(=O)N3CCCC3)cccc12)N1CCCC1,14%
COc1ccc(OC)c(S(=O)(=O)NCc2cn3cccc(C)c3n2)c1,-4%
CS(=O)(=O)N(CC(=O)NCc1ccc2c(c1)OCO2)c1cccc(Cl)c1,-14%
COc1ccc(O)c(C(=O)c2coc(=N)c(C(=O)Nc3ccc(SC(F)F)cc3)c2)c1,5%
OCCN1CCN(C(=S)Nc2ccccc2)CC1,?
O=C(c1cccc2ccccc12)C1CCCN(C(=O)CCCn2cncn2)C1 (stereo not drawn),2%
Cc1ccc(NS(=O)(=O)c2cc([N+](=O)[O-])ccc2NNC(=S)Nc2cc(C)ccc2C)c(C)c1,?
CCc1nc(C)ccc1OC(=O)C12CC3CC(CC(C3)C1)C2,9%
CC(C)C1CC(CCN)(c2ccccc2)CCO1 (stereo not drawn),-1%[57.5 µM]
COc1ccc2[nH]c(C(=O)NCCN3CCCCC3)cc2c1,2%[57.5 µM]
COC(=O)c1ccccc1OS(=O)(=O)N(C)C,-3%
CCCCCCCSc1nsc(N)n1,3%
CCC(=O)Nc1c(C(=O)N2CCN(c3ccccn3)CC2)cnn1-c1ccc(Cl)cc1,-4%
CCCc1nc2oc3cc(OC)ccc3c(=O)c2c(=O)n1CCc1ccccc1,-2%[57.5 µM]
CC1=NN(c2ccc([N+](=O)[O-])cc2)C(=O)C1[N+](=O)[O-] (stereo not drawn),7%
CC(=O)Nc1ccc(CN2CCc3c([nH]c4ccccc34)C2c2ccccn2)cc1 (stereo not drawn),?
COc1ccc(/C=N/NC(=O)C2C(C=C(Cl)Cl)C2(C)C)c(OC)c1 (stereo not drawn),-7%
CCn1cc(S(=O)(=O)CC(=O)Nc2cccc(C)c2)c2ccccc21,4%[57.5 µM]
CCC(C)(C)NC(=O)c1ccc(Br)o1,9%
COc1ccc(-c2ccc(CNCCCN3CCOCC3)o2)cc1Cl,-4%
CCSC1=NCCN1S(=O)(=O)c1ccc(F)cc1,5%
O=C(CN1CCC(c2nc3ccccc3s2)CC1)N1CCCCC1,-9%

# Shown as tab-separated lines: part of the list above
molecule	ERK EGF inh
COC(=O)c1ccccc1OS(=O)(=O)N(C)C	-3%
C=CCNC(=S)Nc1sc2c(c1C(=O)OCC)CC(C)(CC)OC2 (stereo not drawn)	4%
CCc1nc(C)ccc1OC(=O)C12CC3CC(CC(C3)C1)C2	9%
COc1ccc(C2c3ccc4ccccc4c3Oc3ncn4nc(Cc5ccccc5)nc4c32)cc1OC (stereo not drawn)	-8%

# (next part)
SMILES,ERK EGF inh
COC(=O)c1c(-n2c(C)cc(C=O)c2C)sc2c1CCCC2,?
Cn1c(=O)c2c(ncn2CC(O)CNc2cccc(Cl)c2)n(C)c1=O (stereo not drawn),3%
CCn1ccnc1CN(C)Cc1cn(-c2ccc(C)cc2)nc1-c1ccc(F)cc1,?
O=[N+]([O-])c1cc(-c2n(-c3ccccn3)c3ccccc3[n+]2-c2ccccn2)ccc1Cl,-8%
CC(=O)Nc1ccc2nc(NC(=O)COc3ccc([N+](=O)[O-])cc3)sc2c1,4%
O=C(Nc1ccc(NC(=O)c2ccco2)c(Cl)c1)c1ccc2c(c1)OCCO2,5%[57.5 µM]
COC(=O)CCCC1=CC2=C(c3ccccc3)C(=O)C(C)(OC(=O)C3CCCC3)C(=O)C2=CN1CCN1CCOCC1 (stereo not drawn),-7%[57.5 µM]
Cc1cc(=O)oc(C)c1C(=O)Nc1ccc(N(C)C)cc1,-6%[57.5 µM]
OCC(O)C(O)C(O)C(O)c1nc2ccccc2[nH]1 (stereo not drawn),5%
CCOC(=O)c1cc(-c2ccccc2)sc1NC(=O)CSc1nnc(N)s1,?
COc1ccccc1NC(=O)N1CCN(CCc2ccccc2)CC1,-9%[57.5 µM]
Cc1cc(C)n2nc(N)c(N=Nc3ccc4c(c3)OCO4)c2n1,21%
CN1C(=O)C(O)(CC(=O)c2ccccc2O)c2cc(Br)ccc21 (stereo not drawn),-15%[57.5 µM]
O=C(NC1(C(F)(F)F)OCCO1)c1ccc(F)cc1,-2%
CCOC(=O)C1=C(O)/C(=C/c2ccc(OCC(=O)O)c(OC)c2)SC1=Nc1ccc(OCC)cc1,9%
O=C(Nc1ccccc1)/C(=C/c1cccc(Br)c1)NC(=O)c1ccco1,6%
CCCCc1c(C)nc(N2CCCC2)[nH]c1=O,3%[57.5 µM]
O=C(NCC(O)COc1ccc([N+](=O)[O-])cc1)c1ccccc1 (stereo not drawn),-14%[57.5 µM]
Cn1c(SCc2ccc(Cl)cc2)nnc1C1CC1,11%
O=C(O)c1ccc(C2SCC(=O)N2Cc2ccco2)cc1 (stereo not drawn),3%
COC(=O)c1cc(C(=O)OCC(=O)Nc2cc(C)on2)cc([N+](=O)[O-])c1,-4%[57.5 µM]
CCc1ccc(NS(=O)(=O)c2ccc3[nH]cc(C(=O)N4CCc5ccccc54)c(=O)c3c2)cc1,11%
CN1CCN(C(=O)C2=C[C@H](C(C)(C)C)C[C@H](OCCCCO)O2)CC1,-5%[57.5 µM]
CCC1=NN2C(=N)/C(=C\c3cccn3-c3ccc(C)cc3C)C(=O)N=C2S1,-7%
Cc1cc(C)n(NC(=S)NC2CCCC2)c(=O)c1C#N,-3%[57.5 µM]
SMILES,ERK EGF inh
O=C(O)[C@H]1NCCC[C@H]1C(=O)O,-5%
COC(=O)C/C=C1\c2ccc3c(c2[C@@H](OC)[C@@H]1C)OCO3,0%
CCc1cccc(CC)c1NC(=O)COC(=O)CCc1cc(OC)c(OC)c(OC)c1,13%
CC(C)(C)C(=O)O/N=C(\N)COc1cccc(Cl)c1,4%[57.5 µM]
CC(=O)CC(=O)Nc1nc(C)cc(C)n1,-1%
c1csc(-c2nnc(COc3ncnc4sccc34)o2)c1,-4%[57.5 µM]
COc1ccc(NC(=O)/C=C/C(=O)O)c(OC)c1,-4%[57.5 µM]
CC(C)C/C(O)=C/c1nc2cc(Cl)ccc2oc1=O,4%
COc1cccc(N=CC2=C(O)CCCC2=O)c1,2%
Cc1nn(C(C)(C)C)c(NC(=O)c2ccc(Cl)cc2)c1Br,5%[57.5 µM]
O=C(CSc1ccc(Cl)cc1)Nc1ccc(-c2nc3ccccc3[nH]2)cc1,3%
C=CCNc1ncnc2c1cnn2-c1ccc(Cl)cc1,1%
CCOC(=O)c1c(C)n(-c2ccc(C)cc2)c2ccc(OCC(O)CN3CCN(C)CC3)cc12 (stereo not drawn),4%
O=C(Oc1ccc2c(c1)O/C(=C\c1ccncc1)C2=O)c1cccs1,0%[57.5 µM]
Cn1cccc1/C=N/N1CCN(Cc2ccccc2Cl)CC1,?
CCN1CCN(CC(=O)N2N=C(c3cccs3)CC2c2ccc(F)cc2)C(=O)C1=O (stereo not drawn),0%
O=C(CCNC(=O)c1ccc([N+](=O)[O-])cc1)N/N=C/c1ccc(F)cc1,3%
CCCN(CC(=O)Nc1ccc(C)cc1Br)CC(=O)Nc1ccc(F)c(F)c1F,5%
CN(C)c1cccc(C(=O)OCC(=O)N(Cc2ccccc2)C2CCS(=O)(=O)C2)c1 (stereo not drawn),-1%
Cn1c(=O)n(C)c2cc(NC(=O)c3cccc([N+](=O)[O-])c3)c(Br)cc21,2%
CCn1c2ccccc2c2cc(NC(=O)COC(=O)c3ccccc3O)ccc21,-16%
COCCn1c(=O)[nH]c2cc(C(=O)NCCN3CCN(c4cccc(Cl)c4)CC3)ccc2c1=O,3%
CCOC(=O)C1(Cc2ccccc2)CCN(Cc2cnn(-c3ccccc3)c2)CC1,-10%[57.5 µM]
CC(=O)Nc1ccc(C(=O)NN2C(=O)c3ccccc3C2=O)cc1,3%
Cc1cccc(C)c1OCc1n[nH]c(=S)n1N,-5%
SMILES,ERK EGF inh
COc1ccc(C(=O)N2CCC[C@@]3(CCN(c4ccccn4)C3)C2)cc1,1%
CCCCCCOc1ccc(C(=O)NCCCn2ccnc2)cc1,?
COc1ccccc1Oc1ncnc2c1cnn2-c1ccccc1,-5%
CC(C)c1nnc(NC(=O)Cc2cccs2)s1,1%
C#CCOCCOCCOCCNc1nc(N2CCN(C(=O)[C@H](CCC(=O)O)n3cc(C(N)CO)nn3)CC2)nc(N2CCN(C(=O)[C@H](CCCCN)n3cc(C(N)[C@H](C)CC)nn3)CC2)n1 (stereo partly drawn),-5%[57.5 µM]
COc1cccc(S(=O)(=O)Nc2ccc(C(=O)Nc3ccncc3)cc2)c1,-7%
c1cncc(-c2cncnc2-n2ccnc2)c1,28%
O=C(Nc1cccc(C(F)(F)F)c1)c1cccc(NS(=O)(=O)c2ccc(Br)c(C(=O)O)c2)c1,2%
Cc1cc(C)cc(C(=O)Nc2ccc(NC(=O)Cc3ccccc3)cc2)c1,-6%
CCOC(=O)c1cnc2c(cnn2C)c1Oc1ccc(OC)cc1,1%
COc1ccccc1NC(=S)NCc1ccc2c(c1)cc(C)n2C,-5%
CN1C2=CC=CC=CC2=[N+](C)C12C=CC(=[N+]([O-])[O-])C=C2[N+](=O)[O-] (stereo not drawn),?
N#CC1=C(S)N(c2ccc(F)cc2)C(c2ccco2)NC1=O (stereo not drawn),8%
COc1cc(C)ccc1OCCOc1cc(C)ccc1Cl,?
CCN(CC)CCN(C(=O)CN1C(=O)CCC1=O)c1nc2cc3c(cc2s1)OCO3,7%
COCc1cc(=O)[nH]c(SCC(=O)c2ccccc2)n1,-6%[57.5 µM]
O=C(Nc1nc2ccccc2[nH]1)c1ccc([N+](=O)[O-])cc1,0%
O=C(O)C1CCCCC1C(=O)NCc1ccc(Cl)c(Cl)c1 (stereo not drawn),0%
O=C(OC(C(=O)NCc1ccco1)c1ccc(Cl)cc1)c1cccs1 (stereo not drawn),1%[57.5 µM]
O=C(NCc1ccco1)c1ccc2c(c1)N(Cc1ccccc1)CCS2,1%[57.5 µM]
COc1ccc(CN2CCNC(=O)C2CC(=O)N2CCCO2)c(OC)c1 (stereo not drawn),-6%
CN1CCN(CCC(=O)N/N=C/c2ccccc2F)CC1,-8%[57.5 µM]
O=C1C(Cl)=C(NCCN2CCOCC2)C(=O)c2ncccc21,?
Cc1ccc(NC(=O)CN(C)CC(=O)Nc2ccc(N3CCOCC3)cc2)cc1F,-13%
Cc1cc(/C=C2\SC(=Nc3ccc(N4CCOCC4)cc3)N(C)C2=O)c(C)n1-c1cccnc1,2%

# Part of the list above, with each value named.
compound: CCn1c2ccccc2c2cc(NC(=O)COC(=O)c3ccccc3O)ccc21
  ERK EGF inh: -16%

compound: COCCn1c(=O)[nH]c2cc(C(=O)NCCN3CCN(c4cccc(Cl)c4)CC3)ccc2c1=O
  ERK EGF inh: 3%

compound: CCOC(=O)C1(Cc2ccccc2)CCN(Cc2cnn(-c3ccccc3)c2)CC1
  ERK EGF inh: -10%[57.5 µM]

compound: CC(=O)Nc1ccc(C(=O)NN2C(=O)c3ccccc3C2=O)cc1
  ERK EGF inh: 3%

# (listing goes on)
SMILES,ERK EGF inh
COc1ccc(NC(=O)C(c2cc3c(cc2[N+](=O)[O-])OCO3)N(C)c2ccccc2)cc1 (stereo not drawn),12%
COc1ccc(CNC(=O)c2cc(COc3c(F)cccc3F)on2)cc1OC,?
Clc1ncnc2scc(-c3ccc(Br)cc3)c12,-1%
CC(=O)Oc1ccc2c(=O)c(/C=N/c3cc(=O)[nH]c(=S)[nH]3)coc2c1,-9%[57.5 µM]
CC(=O)c1c(-c2ccc(Cl)cc2)c2ccccc2[nH]c1=O,-5%
O=C1C(NS(=O)(=O)c2ccc(Cl)cc2)=C(N2CCCCC2)C(=O)c2ccccc21,14µM*
CN1CCN(CC(=O)Nc2nc3c(s2)CCCC3)CC1,4%[57.5 µM]
Cc1cc(Br)ccc1SCC(=O)OCC(=O)NC(C)c1ccccc1 (stereo not drawn),-4%
CCC(=O)Nc1ccc(C(=O)NNC(=O)COc2cc(C)ccc2C)cc1,-5%
Cc1ccc(NC(=O)[C@@H]2CCCN2S(=O)(=O)c2ccccc2F)cc1S(=O)(=O)N1CCOCC1,-2%
COC(=O)C(C)NC(=S)N1CCN(c2c(F)cc3c(=O)c(C(=O)O)cn(C4CC4)c3c2OC)CC1C (stereo not drawn),-5%[57.5 µM]
COc1ccc(OC)c(S(=O)(=O)NCCC(C)C)c1,4%
COc1cc(CNCc2ccccc2)c(Br)cc1OC1CCCC1,-7%
CC(=O)C1C(=O)C=C(c2cccs2)CC1c1ccccc1 (stereo not drawn),?
COc1ccc(C(CC(=O)Nc2cc([N+](=O)[O-])ccc2OC)c2ccccc2)cc1 (stereo not drawn),3%
CSc1snnc1-c1ccccc1,-1%
COC(=O)Cc1ccc(N(Cc2ccccc2F)S(=O)(=O)c2ccc(C)cc2)cc1,6%

# This is a subset; rates above refer to the full screens.
